High-throughput results deposited in PubChem by several laboratories.
GPR7 antagonist: GPR7 receptor antagonists, primary screen, cell-based, fluorescence, single concentration | Neuropeptides B/W receptor type 1 (Homo sapiens), P48145 | GPR7-expressing cells, fluorescence antagonist assay | inhibition, % at 4.4 µM | hit rate 1.1% among 290,000; in the data active = inhibition above about 16%, passing the limit was not always enough;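 note: cells stimulated with the agonist NPW; 0% = agonist with vehicle and 100% = vehicle without agonist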
Target sequence (P48145 whole entry, looked up): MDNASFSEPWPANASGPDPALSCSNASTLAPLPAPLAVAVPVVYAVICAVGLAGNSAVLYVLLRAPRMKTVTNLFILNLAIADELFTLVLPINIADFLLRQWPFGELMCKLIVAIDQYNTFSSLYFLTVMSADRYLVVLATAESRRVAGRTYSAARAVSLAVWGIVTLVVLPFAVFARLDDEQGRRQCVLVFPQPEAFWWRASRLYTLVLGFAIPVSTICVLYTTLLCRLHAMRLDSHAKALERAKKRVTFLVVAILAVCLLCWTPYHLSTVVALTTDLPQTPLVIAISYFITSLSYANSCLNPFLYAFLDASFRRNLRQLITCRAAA
NALP1 yeast inh: NALP1 inflammasome inhibitors in reconstituted yeast, colorimetric, S. cerevisiae, triplicate retest. hit rate 0.61% among 280,000. S. cerevisiae NALP1/ASC/caspase-1 growth, X-gal OD620, 72 h. inhibition, % at 10 µM. AID 2071, 2009; in the data active = inhibition mostly above about 24%, no sharp cut-off; inactive = mostly below about 32%; note: some compounds called inactive have numbers as strong as hits
PfM18AAP inh: PfM18AAP inhibitors, malaria aminopeptidase, primary screen, biochemical, QFRET, recombinant enzyme; M18 aspartyl aminopeptidase (Plasmodium falciparum 3D7); H-Glu-NHMec fluorogenic cleavage; inhibition, % at 7.35 µM; hit rate 1.2% among 290,000; AID 1822, 2009;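 active = inhibition above the campaign mean inhibition over all tested compounds plus 3 SD, cut at about 28% in these data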;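 note: 0% = plate median of test compound wells and 100% = 2 mM ZnCl2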
V1R ag counter: agonists of human V1a receptor, primary screen, counter-screen for OXTR agonist project, fluorescence, CHO-V1R cells; Vasopressin V1a receptor (Homo sapiens), P37288; Fluo-8 calcium fluorescence, agonist mode; 0% DMSO, 100% 3 nM vasopressin; activation, % at 3 µM; hit rate 0.25% among 320,000; AID 2797, 2010;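 active = activation above the mean activation of all tested compounds plus 3 SD, per screening run, cut at about 20% in these data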;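 note: signal is peak over basal fluorescence ratio across a 100 second FLIPR read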
MEKK2 WT-MEK5: modulators of MEK5 binding to wildtype MEKK2, primary screen, biochemical, multiplex bead flow cytometry, Alexa488-MEK5; hit rate 1.1% among 290,000; Alexa488-MEK5 binding to MEKK2 WT; actives lie on both sides; Mitogen-activated protein kinase kinase kinase 2 (Homo sapiens), Q9Y2U5; binding response (% of control), % at 10 µM; in the data active = binding response below about 67% or above about 130%
OXTR potentiate: human OXTR potentiators, primary screen, fluorescence, CHO-OTR cells, Fluo-8 calcium | activation, % at 3 µM | hit rate 0.061% among 320,000 | Fluo-8 calcium fluorescence, potentiator mode; 0% = oxytocin EC15, 100% = EC100 | Oxytocin receptor (Homo sapiens), P30559;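 active = activation above that plate's cutoff, the mean activation of tested compounds plus 3 SD, cut at about 6.6% in these data, passing the limit was not always enough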;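 note: 100% uses oxytocin at 75 nM as the full agonist control; some results filed as inactive read as strong as hits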
Target sequence (P30559 whole entry, looked up): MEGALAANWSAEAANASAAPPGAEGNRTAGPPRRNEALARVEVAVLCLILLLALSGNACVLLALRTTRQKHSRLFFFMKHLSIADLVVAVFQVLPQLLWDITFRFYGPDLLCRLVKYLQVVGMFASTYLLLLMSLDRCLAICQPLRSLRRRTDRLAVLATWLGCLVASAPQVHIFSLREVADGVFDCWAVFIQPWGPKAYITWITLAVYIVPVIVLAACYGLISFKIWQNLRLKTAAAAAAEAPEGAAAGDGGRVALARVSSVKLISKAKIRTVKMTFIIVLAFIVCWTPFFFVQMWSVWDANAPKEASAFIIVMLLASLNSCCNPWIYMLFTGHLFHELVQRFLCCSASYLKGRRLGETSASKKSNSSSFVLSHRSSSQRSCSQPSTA
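Replication – single well per compound, singlicate · Assay system – CHO cell line stably expressing human OTR · Timing – 6 min pre-incubation, 100 s read · Measure – normalized max/min fluorescence ratio, % activation · Doses – 3.0 µM, one dose · Detection – Fluo-8 calcium dye fluorescence · Probe or stimulus – oxytocin near EC15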
OXTR ag: human OXTR agonists, primary screen, fluorescence, CHO-OTR cells, Fluo-8 calcium. activation, % at 3 µM. hit rate 0.32% among 320,000. Fluo-8 calcium fluorescence; normalized: DMSO 0%, oxytocin 100%;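 active = activation above the mean of all tested compounds plus 3 SD, cutoff set per screening run, cut at about 20% in these data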;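 note: peak over basal fluorescence ratio from a 100 s FLIPR kinetic read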
GalR3 antag: GalR3 antagonists in HEK293 cells, primary screen, cell-based, fluorescence readout; HEK293 GalR3-CNG cAMP membrane potential fluorescence; galR3 body fused to GalR1 C-terminus; inhibition, % at 3 µM; hit rate 0.44% among 360,000; AID 651719, 2012;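 active = inhibition above the screen-wide average plus 3 SD, cut at about 13% in these data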;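 note: forskolin and galanin both at EC90 stimulate the cells; cAMP rise reported by CNG channel membrane potential dye signal; 0% = forskolin plus galanin with DMSO and 100% = forskolin alone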
Target sequence (O60755 1-299 limits assumed): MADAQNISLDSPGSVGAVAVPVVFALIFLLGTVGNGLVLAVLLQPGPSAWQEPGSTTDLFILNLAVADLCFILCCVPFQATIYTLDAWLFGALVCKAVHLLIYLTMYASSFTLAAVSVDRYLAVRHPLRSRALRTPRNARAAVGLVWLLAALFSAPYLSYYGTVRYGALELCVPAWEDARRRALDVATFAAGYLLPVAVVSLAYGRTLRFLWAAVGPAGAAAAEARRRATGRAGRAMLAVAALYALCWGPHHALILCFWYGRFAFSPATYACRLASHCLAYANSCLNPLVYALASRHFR
MEKK2 mut-MEK5: MEK5 binding signal on mutant MEKK2 PB1, primary screen, biochemical, multiplex bead flow cytometry, Alexa488-MEK5; Alexa488-MEK5 binding to MEKK2 mutant; percent response, % at 10 µM; hit rate 0.35% among 290,000; in the data active = percent response above about 24%, passing the limit was not always enough; note: inactives centre near 1; some results filed as inactive read as strong as hits
* hit, by the source's call; . = no result given; & = joins results of further samples.

SMILES	GPR7 antagonist	NALP1 yeast inh	PfM18AAP inh	V1R ag counter	MEKK2 WT-MEK5	OXTR potentiate	OXTR ag	GalR3 antag	MEKK2 mut-MEK5
COc1ccccc1N1CC(C(=O)Nc2ccccc2N2CCCC2)CC1=O (stereo unspecified)	.	.	.	-0.5	.	0.4	0.2	-4.7	.
Cc1cc(C(=O)N2CCN(c3ncccn3)CC2)c(C)o1	-9.3	34.5	-1.0	0.6	89.0	-2.0	-0.3	-6.1	-6.0
Cc1ccc2c(c1)N(C(=O)CCC(=O)O)CCO2	-4.5	19.5	6.1	-0.1	92.0	-9.6	-0.1	2.3	-3.0
COc1ccc(C(C)(C)C)cc1NC(=S)NCCN1CCOCC1	6.0	19.0	-4.5	1.2	101.0	-0.5	-0.9	-7.9	4.0
O=C(NNS(=O)(=O)c1ccccc1)c1ccc(S(=O)(=O)N2CCCCC2)cc1	0.0	23.0	10.1	0.4	102.0	0.5	1.3	-5.4	0.0
O=C(c1cc2ccccc2oc1=O)N1CCCCCCC1	1.1	7.7	-5.2	0.1	109.0	-8.4	-0.1	-9.3	11.0
COc1ccc(C2CC(=O)c3cnn(-c4nc(C)cc(C)n4)c3C2)cc1OC (stereo unspecified)	-16.0	17.7	-4.2	-0.1	105.0	-5.3	-0.9	2.0	6.0
O=C(Nc1cccnc1)c1cn(-c2ccccc2)nc1-c1cccs1	3.2	26.2	-7.7	7.2	104.0	-14.9	5.1	-3.3	0.0
Cc1ccc(NS(=O)(=O)c2cccc(C(=O)N/N=C/c3ccc4c(c3)OCCO4)c2)c(C)c1	-5.4	32.3	3.2	0.1	110.0	-4.0	-0.1	-2.4	0.0
O=C(O)c1ccc2c(c1)ncn2C1CCCCCC1	-12.2	7.2	-19.5	-0.4	104.0	-5.5	0.5	-4.6	5.0
CSc1ncccc1C(=O)OCC(=O)Nc1ccc2c(c1)CCC2	.	.	.	-0.5	.	-1.8	-1.8	-1.7	.
CCN(C(=O)Cc1nc(N)n[nH]1)C1(C(=O)Nc2ccccc2)CCCCC1	-19.1	-3.9	-4.8	1.6	104.0	-5.9	-0.3	-0.8	5.0
O=C(NCc1cccnc1)c1sc2cc(Cl)ccc2c1Cl	12.5	3.7	0.4	3.4	95.0	-7.6	5.4	-8.1	-1.0
COC(=O)c1nnn(CC(=O)NC(=O)Nc2ccccc2F)c1C(=O)OC	-7.4	-0.9	-6.6	0.4	99.0	-3.8	1.5	-5.5	-5.0
Oc1cncc(Cc2ccccc2)c1	-17.1	-3.9	-13.9	1.4	108.0	1.5	0.9	-5.0	6.0
Cc1c(C(=O)Nc2cccc(S(=O)(=O)N3CCOCC3)c2)oc2ccc(Br)cc12	.	.	.	1.0	.	6.5	2.8	-4.7	.
COc1cccc(CN(C)C(=O)CC2C(=O)NCCN2C2Cc3ccccc3C2)c1 (stereo unspecified)	-4.5	11.8	4.1	-0.3	112.0	-6.7	-0.7	-0.5	7.0
C=CCn1c(SCCNC(C)=O)nc2cc(-c3ccccc3)sc2c1=O	4.5	30.9	-10.0	3.9	98.0	-10.1	3.8	-8.8	-4.0
CC(C)CCN1CCN(Cc2cnc(-c3ccccc3)s2)CC1CCO (stereo unspecified)	11.7	18.0	-9.4	1.8	106.0	-5.5	-0.4	-0.3	3.0
CCOc1ccc(CN(CCC#N)C(=S)NC(=O)c2ccccc2)cc1	-6.6	13.6	1.1	0.9	114.0	3.9	-2.2	2.8	12.0
COC(=O)Cc1ccc(NC(=S)N2CCCC(C)C2)cc1 (stereo unspecified)	-3.9	28.8	6.6	0.3	95.0	4.7	1.2	-5.3	-3.0
O=C(CN1C(=O)NC2(CCCc3ccccc32)C1=O)c1ccc(Br)cc1 (stereo unspecified)	.	.	.	-0.4	.	-16.0	-0.7	-1.9	.
CCOC(=O)C1=C(C)NC(C)=C(C(=O)OCC)C1C(=O)OCC(=O)NC(C)C	-11.0	13.7	-1.4	-0.2	111.0	-5.4	-0.6	-4.6&2.2	15.0
CSc1nc2c(c(=O)[nH]c(=O)n2C)n1C/C=C(\C)Cl	-12.9	-13.6	-7.9	1.0	101.0	0.7	0.5	-4.7	2.0
CC(C)C1NC(C(=O)O)Cc2c1[nH]c1ccccc21 (stereo unspecified)	-4.3	14.5	37.4*	0.6	117.0	1.4	-0.1	-3.3	14.0

Laid out differently: 3 of the compounds above.
Values run as follows: GPR7 antagonist | NALP1 yeast inh | PfM18AAP inh | V1R ag counter | MEKK2 WT-MEK5 | OXTR potentiate | OXTR ag | GalR3 antag | MEKK2 mut-MEK5
> C=CCn1c(SCCNC(C)=O)nc2cc(-c3ccccc3)sc2c1=O
  4.5 | 30.9 | -10.0 | 3.9 | 98.0 | -10.1 | 3.8 | -8.8 | -4.0
> O=C(O)c1ccc2c(c1)ncn2C1CCCCCC1
  -12.2 | 7.2 | -19.5 | -0.4 | 104.0 | -5.5 | 0.5 | -4.6 | 5.0
> O=C(NCc1cccnc1)c1sc2cc(Cl)ccc2c1Cl
  12.5 | 3.7 | 0.4 | 3.4 | 95.0 | -7.6 | 5.4 | -8.1 | -1.0

Next section.
SMILES	GPR7 antagonist	NALP1 yeast inh	PfM18AAP inh	V1R ag counter	MEKK2 WT-MEK5	OXTR potentiate	OXTR ag	GalR3 antag	MEKK2 mut-MEK5
COc1cccc(NC(=O)C2CCN(C(=O)[C@@H]3Cc4ccccc4CN3)CC2)c1	-9.8	11.9	3.8	9.2	110.0	-1.8	0.6	-6.9	2.0
CC1CN(C(=O)c2ccc(COc3ccc(C(C)C)cc3)o2)CC(C)O1 (stereo unspecified)	-21.8	2.3	-0.2	-0.9	100.0	0.1	-1.5	-5.3	0.0
O=S(=O)(N/N=C\C=C\c1ccccc1)c1ccc(Cl)cc1	-10.4	-5.8	8.8	-0.4	106.0	-3.4	-0.9	-3.5	9.0
Cc1nn(-c2ccccc2)c(C)c1NC(=O)COC(=O)c1cccc(OC(F)F)c1	.	.	.	0.1	.	1.8	1.9	0.6	.
COc1ccc(N2CC(C(=O)Nc3nnc(C4CCCCC4)s3)CC2=O)cc1 (stereo unspecified)	8.1	11.9	5.1	1.2	100.0	-8.7	2.4	-3.8	-1.0
CCCCCCC(=O)Nc1ccc(Br)cn1	-6.7	.	1.0	-1.4	84.0	0.8	-2.4	3.8	-24.0
COc1ccc(/C=C/C(=O)NC2CCCCCCC2)cc1S(=O)(=O)N1CCOCC1	-5.2	31.6	-16.0	-1.1	100.0	-7.0	-1.9	1.2	-1.0
COc1ccccc1OCc1ccc(C(=O)NC(C)(C)C)o1	-8.2	11.4	-3.7	4.2	101.0	-11.3	1.7	0.2	3.0
Cc1ccc(N2C(=O)NC(NS(=O)(=O)c3ccccc3)(C(F)(F)F)C2=O)cc1C (stereo unspecified)	-9.9	9.7	-1.8	1.9	106.0	-1.0	-0.1	-2.5	7.0
O=C(CCCc1ccccc1)Nc1cccnc1Cl	-15.9	17.5	-1.5	-0.1	93.0	-6.0	0.0	-0.6	-8.0
Cc1ccc(N(Cc2ccccc2)C(=O)c2cccc(S(=O)(=O)N3CCN(C)CC3)c2)cc1	.	.	.	1.4	.	-14.4	0.3	-1.6	.
C/C(CC(=O)Nc1cccc(Cl)c1)=N\NC(=O)Cc1ccc(Cl)cc1	-1.5	2.2	-5.1	1.2	97.0	-16.6	1.8	-2.6	-1.0
OCCNCc1cccc(Br)c1	-3.1	6.1	-0.5	-1.0	99.0	-10.1	-0.1	-2.6	1.0
CCOc1ccc2nc(Cl)c(C3CC(c4ccco4)=NN3S(C)(=O)=O)cc2c1 (stereo unspecified)	-8.0	-3.1	-2.1	-0.5	7.0*	-0.6	0.4	-6.4	0.0
Cc1ccc(-n2c(NN)nc3ccccc3c2=O)c(C)c1	-3.4	36.5	12.6	-0.7	106.0	-3.1	-1.9	1.9	-1.0
COCc1cc(=O)[nH]c(N2CCN(c3ccccc3OC)CC2)n1	-1.3	12.3	-2.2	.	103.0	.	.	-10.0	7.0
COc1ccccc1N1CCN(C(=O)c2sc3ncn(CC(=O)N4CCC(C)CC4)c(=O)c3c2C)CC1	0.2	8.0	7.0	6.2	103.0	-10.0	4.2	5.1	2.0
CCOCCCNC(=O)C1c2ccccc2Oc2ccccc21	-17.9	-1.7	-9.7	-0.8	106.0	-8.2	-1.2	-7.3	3.0
CC1CCCN(Cc2c(O)ccc3c(=O)c(-c4ccc(Cl)cc4)coc23)C1 (stereo unspecified)	-5.7	8.0	-1.7	.	104.0	.	.	-9.7	1.0
COC(=O)C1=C(Nc2ccc(C)cc2)C=C(C)C(C(=O)OC)C1c1ccc(F)cc1 (stereo unspecified)	11.0	9.7	-1.7	-0.8	98.0	-7.4	-2.1	4.1	-4.0
CC(C)N(C(=O)COC(=O)c1ccc([N+](=O)[O-])cc1)c1ccccc1	-19.4	21.9	-10.2	-1.1	95.0	-6.0	-2.4	-6.6	-2.0
O=C(NCc1ccc2c(c1)OCO2)c1ccc(CSCc2cccc(Cl)c2)o1	-10.0	21.8	-9.7	4.0	112.0	-9.3	3.6	-0.7	3.0
COc1ccccc1N1CCN(CC(=O)Nc2ccccc2C(=O)NC(C)c2ccccc2)CC1 (stereo unspecified)	.	.	.	2.3	.	-8.6	4.5	-8.1	.
COC(=O)c1sc2ccccc2c1C(=O)OC	-15.5	1.7	-8.3	.	104.0	.	.	-5.7	-2.0
CC(=O)NNC(=S)NCCc1ccccc1	-2.0	-7.2	29.6*	0.9	98.0	1.0	0.1	6.9	-2.0
Cc1cccc(C)c1N1CCN(S(=O)(=O)c2ccc(F)cc2)CC1	-6.1	-12.0	0.4	-0.1	103.0	-21.7	-1.2	-5.2	10.0
COc1ccc(NC(=O)CCc2nnc3ccc(NCc4ccc5c(c4)OCO5)nn23)cc1	-9.1	15.6	-5.0	0.1	100.0	-1.4	-0.5	2.0	12.0
NS(=O)(=O)c1ccc(CNC(=O)Cc2ccccc2[N+](=O)[O-])cc1	-3.4	8.2	-3.9	1.1	105.0	-6.8	0.9	-6.9	3.0
CCOC(=O)CNC(=O)c1ccc2[nH]c3ccccc3c2c1	-9.1	-3.3	4.5	0.5	99.0	-3.0	0.5	-2.5	2.0
C=CCn1c(SCc2cccnc2)nnc1-c1ccncc1	-7.0	5.9	1.2	-1.0	95.0	1.0	0.4	-3.6	-2.0

An excerpt from above in order of molecular weight, rising.
SMILES	GPR7 antagonist	NALP1 yeast inh	PfM18AAP inh	V1R ag counter	MEKK2 WT-MEK5	OXTR potentiate	OXTR ag	GalR3 antag	MEKK2 mut-MEK5
Cc1ccc(-n2c(NN)nc3ccccc3c2=O)c(C)c1	-3.4	36.5	12.6	-0.7	106.0	-3.1	-1.9	1.9	-1.0
CCCCCCC(=O)Nc1ccc(Br)cn1	-6.7	.	1.0	-1.4	84.0	0.8	-2.4	3.8	-24.0
CC(C)N(C(=O)COC(=O)c1ccc([N+](=O)[O-])cc1)c1ccccc1	-19.4	21.9	-10.2	-1.1	95.0	-6.0	-2.4	-6.6	-2.0
